NS5 inhibitors – Dengue-2 NS5 methyltransferase inhibitors, primary screen, biochemical, confirmation dose response (AID 588689); Dengue-2 NS5 methyltransferase capping enzyme assay, biochemical; higher % means a stronger effect; inhibition, % at 25 µM, or IC50 in µM where a hit was titrated; Genome polyprotein (Dengue virus type 2 (strain 16681-PDK53)); 340,000 compounds, 0.3% hits; in the data active = a potency from the dose series; inconclusive = inhibition above about 29% without an active follow-up result
K1F lysis inhibition – inhibition of K1F phage lysis, E. coli UTI89, bacterial capsule biogenesis inhibitors, alamar blue (AID 488966) | E. coli UTI89 K1F phage lysis, alamar blue, 2 h; higher % means a stronger effect | inhibition, % at 100 µM, or IC50 in µM where a hit was titrated | 340,000 compounds, 0.02% hits;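 active = phage lysis inhibition, versus mean bacterial control, above a set limit; inconclusive = no clear call, values can overlap the other calls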;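 note: capsule biogenesis inhibitors block K1F phage lysis so surviving cells raise fluorescence; higher fluorescence means more inhibition of phage lysis; actives were called in the ten point dose series up to 300 µM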
West Nile virus CPE – West Nile virus antiviral activity, cell-based, CPE readout (AID 1621) | West Nile virus-infected cells, CPE inhibition; higher % means a stronger effect | CPE inhibition, % at 10 µM, or IC50 in µM where a hit was titrated | 290,000 compounds, 0.02% hits; in the data active = a potency from the dose series; inconclusive = CPE inhibition mostly from about 3.7% at the one dose, without a potency; inactive = the rest, 99 in 100 with CPE inhibition below about 2.2%; note: strong numbers were not always called active
WT yeast gro inh – growth inhibition of WT strain, primary screen, mitochondrial fusion inhibitor project, WT and mutant strains, chemical genetic; mitochondrial fusion phenotypic screen; inhibition, % at 10 µM; 190,000 compounds, 2.1% hits; in the data active = inhibition above about 58%; tested in S. cerevisiae
WT yeast gro inh mutant strain – second read-out of WT yeast gro inh, no call of its own (marks repeat the call); inhibition, %; mitochondrial fusion phenotypic screen, mutant strain inhibition
NS5 inhibitors pilot replicate – also measured in NS5 inhibitors; calls as there; inhibition, %; measured here: pilot screen replicate inhibition
* marks the source's active call; other numbers are inactive results; ? = inconclusive; . = no result given; [ ] = remark or other dose. An excerpt; rates above refer to the full screens.

SMILES	NS5 inhibitors	K1F lysis inhibition	West Nile virus CPE	WT yeast gro inh	others
C#CCOCCOCCOCCNc1nc(N2CCN(C(=O)[C@H](CCC(=O)O)n3cc(CN)nn3)CC2)nc(N2CCN(C(=O)[C@H](CCC(=O)O)n3cc(CN)nn3)CC2)n1	-3%	0.3%	.	.	NS5 inhibitors pilot replicate=1.8
Nn1c(SCC(=O)NCc2ccc3c(c2)OCO3)nnc1C(F)(F)F	-9%	0.8%[50 µM]	.	.
COc1ccc(-c2noc(CCC(=O)N3CCN(c4ccc(Br)cc4)CC3)n2)cc1	-3%	0.3%	.	.	NS5 inhibitors pilot replicate=3.7
CC(C)(C)OC(=O)C[C@@H]1C/C=C\C[C@@H](CC(=O)N[C@H](CO)Cc2ccccc2)C(=O)N2CCC[C@H]2COC1=O	-2%	0.9%	.	.
CN(C)C(=O)c1ccc(NC(=O)CSc2nnc(-c3ccc4c(c3)OCO4)o2)cc1	-6%	1.7%[50 µM]	.	.
C=CC[C@@H](Cc1ccc(F)cc1)C(=O)OC[C@@H]1CCCN1C(=O)[C@H](CC=C)CC(=O)NCCO	0%	1.9%	.	.
CN(C(=O)c1ccc(NC(=O)Cc2cccc(NC(=O)C3CCCN(C(=O)C4CC4)C3)c2)cc1)C1CC1 (centres undefined)	-6%	0.2%	.	.	NS5 inhibitors pilot replicate=-4.8
COC(=O)[C@]1(C)N[C@H](CN(C)S(=O)(=O)c2ccc(C(F)(F)F)cc2)[C@@H]2C(=O)N(C)C(=O)[C@@H]21	0%	1.2%	.	.	NS5 inhibitors pilot replicate=-1.2
COc1ccc(NC(=O)N(C)C[C@H]2Oc3c(NC(=O)NC4CCCCC4)cccc3C(=O)N([C@H](C)CO)C[C@@H]2C)cc1	-20%	0.2%	.	.	NS5 inhibitors pilot replicate=-22
CC1CC(C)CN(C(=O)COC(=O)/C=C/c2cccc([N+](=O)[O-])c2)C1 (centres undefined)	0%	0.3%[50 µM]	.	.
Cc1ccc(C(=O)NCc2cccc(C(F)(F)F)c2)cc1S(=O)(=O)N1CCCCC1	-7%	0.1%[50 µM]	.	.
C[C@H](CO)N1C[C@H](C)[C@@H](CN(C)C)Oc2c(NS(=O)(=O)c3ccccc3)cccc2C1=O	2%	0.1%	.	.
COc1cc(OC)c(N(C)S(=O)(=O)c2cccc(C(=O)OCC(=O)N3CCOCC3)c2)cc1Cl	2%	0.0%	.	.
O=[N+]([O-])c1ccc(Cl)cc1P(=O)(O)c1cc(Cl)ccc1[N+](=O)[O-]	1%	4.0%	.	.
CCOC(=O)NC1CCc2cc(OC)c(OC)c(OC)c2-c2ccc(SC)c(=O)cc21 (centres undefined)	-11%	-0.7%	.	.
Cc1ccc(S(=O)(=O)NCC(=O)OCc2csc(CC(=O)Nc3ccccc3C)n2)cc1C	2%	1.1%[50 µM]	.	.
Cc1ccc(NC(=O)c2nc[nH]c2C(=O)NC2CCN(C(=O)OC(C)(C)C)CC2)cc1	-11%	1.3%	.	.
CC(C)C(NS(=O)(=O)c1ccccc1F)C(=O)OCC(=O)NCc1ccco1 (centres undefined)	3%	1.1%[50 µM]	.	.
Cc1ccc(C)c(NC(=O)CN(C)C(C)C(=O)N2CC(C)CC(C)C2)c1 (centres undefined)	4%	0.7%[50 µM]	.	.
CCOc1ccccc1Nc1nnc(SCC(=O)N(C)C2CCS(=O)(=O)C2)s1 (centres undefined)	-5%	-0.2%	.	.
COc1ccc(NC(=O)CC2SC(N3CCOCC3)=NC2=O)cc1OC (centres undefined)	-13%	0.7%[50 µM]	.	.
CC1CN(S(=O)(=O)c2cccc(C(=O)NCc3ccccn3)c2)CC(C)O1 (centres undefined)	-2%	0.3%[50 µM]	.	.
COCC(=O)N(C)C[C@H]1N[C@@](C)(C(=O)OC)[C@H]2C(=O)N(C)C(=O)[C@@H]12	-6%	0.2%	.	.	NS5 inhibitors pilot replicate=-4.5
CCOC(=O)C1=C(C)N(C[C@@H]2CC[C@@H](Cc3ccc4cc(OC)ccc4c3)O2)C(=O)NC1c1ccccc1 (some centres undefined)	0%	0.2%	.	.	NS5 inhibitors pilot replicate=2.1
COc1ccc(-c2cccc([C@H]3[C@@H]4C=CC[C@@H](C)[C@@H]4C(=O)N3Cc3ccccc3)c2)cc1	-4%	0.3%	.	.	NS5 inhibitors pilot replicate=4.2
Cc1ccc(-n2ncc3c(=O)[nH]c(SCC(=O)N4CC(=O)Nc5ccccc54)nc32)cc1	-6%	1.1%	.	.
O=C(NNC(=O)c1ccccc1F)c1ccc(NS(=O)(=O)c2ccc(F)cc2)cc1	9%	0.5%[50 µM]	.	.
Cc1c(NC(=O)C(C)OC(=O)c2ccccc2O)c(=O)n(-c2ccccc2)n1C (centres undefined)	3%	1.2%[50 µM]	.	.
O=C(CSc1ccccc1C(=O)N1CCN(c2ccc([N+](=O)[O-])cc2)CC1)N1CCCC1	4%	0.2%[50 µM]	.	.
CCCCC[C@@H]1C=C(C(=O)O)[C@H](c2ccc(Cl)cc2)N1S(=O)(=O)c1ccc(C)cc1	42µM*	-0.1%	.	.
COc1ccccc1Nc1nnc(SCC(=O)c2c(N)n(C3CC3)c(=O)[nH]c2=O)s1	-3%	0.2%	.	.
O=C(Nc1c(Br)cc2c(c1Br)Cc1ccccc1-2)C(F)(F)F	-8%	-0.5%	.	.
CC(C)(O)[C@H](O)Cc1cc2ccc(=O)oc2cc1O[C@@H]1O[C@H](CO)[C@@H](O)[C@H](O)[C@H]1O	-3%	1.3%	.	.
CCNC(COC(=O)c1ccc([N+](=O)[O-])cc1)C1CCCCC1 (centres undefined)	-3%	3.4%	.	.
Cc1ccc(S(=O)(=O)N2CCN(C(=O)COC(=O)c3cc([N+](=O)[O-])ccc3NCCO)CC2)c(C)c1	0%	0.5%	.	.
CC(C=NNC(=O)C(=O)NN=CC(C)=Cc1ccccc1)=Cc1ccccc1	5%	2.2%	.	.
CN(CC(=O)Nc1ccc(C(N)=O)cc1)S(=O)(=O)c1ccc2c(c1)OCCO2	4%	-1.7%	.	.
CC(C)NC(=O)N(C)C[C@H]1Oc2ccc(NC(=O)Nc3ccc(C(F)(F)F)cc3)cc2C(=O)N([C@H](C)CO)C[C@@H]1C	-7%	2.9%	.	.
CCCCC[C@@H]1C=C(C(=O)O)[C@H](c2ccc(F)cc2)N1S(=O)(=O)c1ccc(C)cc1	6%	-0.1%	.	.	NS5 inhibitors pilot replicate=1.5
CC(C)CN1CC(COCc2ccccc2)Oc2ccccc2S1(=O)=O (centres undefined)	1%	0.0%	.	.	NS5 inhibitors pilot replicate=-2.8

A stretch from the list above, for reference:
SMILES	NS5 inhibitors	K1F lysis inhibition	West Nile virus CPE	WT yeast gro inh	others
CCNC(COC(=O)c1ccc([N+](=O)[O-])cc1)C1CCCCC1 (centres undefined)	-3%	3.4%	.	.
Cc1ccc(S(=O)(=O)N2CCN(C(=O)COC(=O)c3cc([N+](=O)[O-])ccc3NCCO)CC2)c(C)c1	0%	0.5%	.	.
CC(C=NNC(=O)C(=O)NN=CC(C)=Cc1ccccc1)=Cc1ccccc1	5%	2.2%	.	.
CN(CC(=O)Nc1ccc(C(N)=O)cc1)S(=O)(=O)c1ccc2c(c1)OCCO2	4%	-1.7%	.	.
CC(C)NC(=O)N(C)C[C@H]1Oc2ccc(NC(=O)Nc3ccc(C(F)(F)F)cc3)cc2C(=O)N([C@H](C)CO)C[C@@H]1C	-7%	2.9%	.	.
CCCCC[C@@H]1C=C(C(=O)O)[C@H](c2ccc(F)cc2)N1S(=O)(=O)c1ccc(C)cc1	6%	-0.1%	.	.	NS5 inhibitors pilot replicate=1.5
CC(C)CN1CC(COCc2ccccc2)Oc2ccccc2S1(=O)=O (centres undefined)	1%	0.0%	.	.	NS5 inhibitors pilot replicate=-2.8

Continued.
SMILES	NS5 inhibitors	K1F lysis inhibition	West Nile virus CPE	WT yeast gro inh	others
CCOC(=O)C1=C(c2ccccc2)c2ccccc2OC1C(=O)OCC (centres undefined)	7%	0.0%	.	.	NS5 inhibitors pilot replicate=-1.8
Cc1cccc(N2CCN(C(=O)CNC(=O)Cc3ccccc3)CC2)c1C	1%	0.2%[50 µM]	.	.
CC(=O)Nc1ccc(NC(=O)C(C)OC(=O)CCSc2ccccc2Cl)cc1 (centres undefined)	-8%	0.4%[50 µM]	.	.
COC(=O)[C@@]12CCCCN1[C@H](c1ccc(-c3ccccc3)c(OC)c1)[C@H]1C(=O)N(C)C(=O)[C@H]12	4%	0.1%	.	.
COc1cccc([C@@H]2CC=C(C(=O)O)[C@H](c3ccc(C)cc3)N2S(=O)(=O)c2ccc(C)cc2)c1	-2%	0.1%	.	.
Cc1cc2c(c(C)c1Br)C(c1ccc3c(c1)OCO3)CC(=O)O2 (centres undefined)	5%	0.2%	.	.	NS5 inhibitors pilot replicate=0.9
Cc1ccc(NC(=O)CSCC(=O)N(C)CCOc2ccc(Cl)cc2)cc1	7%	-0.2%[50 µM]	.	.
O=C(CCc1ccc(S(=O)(=O)N2CCOCC2)cc1)OCC(=O)c1ccccc1	-10%	-2.4%	.	.
O=C(COC(=O)CNC(=O)c1ccccc1F)NC12CC3CC(CC(C3)C1)C2	-3%	0.7%[50 µM]	.	.
Cc1ccc(OCCC(=O)Nc2cc(S(=O)(=O)N3CCOCC3)ccc2N2CCCC2)cc1	-4%	0.3%[50 µM]	.	.
CN(CC(=O)Nc1cccc(F)c1)C(=O)C1CCC(C(=O)N(C)CC(=O)Nc2cccc(F)c2)CC1 (centres undefined)	-6%	2.5%	.	.
CN(C)c1ccc(C=NNC(=O)c2cccc3ccccc23)c(Cl)c1	10%	1.1%	.	.
COc1cc(C(=O)NC2CCN(C)CC2)ccc1Nc1ncc2c(n1)N(CCc1ccccc1)CCC(=O)N2C	-1%	1.9%	.	.
COc1cc(C(=O)Nc2cc(C)ccc2C)ccc1OCc1c(C)noc1C	8%	4.9%	.	.
CCN(C(=O)COC(=O)c1ccco1)c1cccc2ccccc12	-5%	0.3%[50 µM]	.	.
O=C(NCCc1ccccc1)c1ccc(NC(=O)C2CCC2)cc1	-10%	0.0%	.	.
O=C(Nc1ccon1)c1nc[nH]c1C(=O)N1CCN(c2ccccc2)CC1	-5%	4.8%	.	.
COc1ccc(CN(C)C(C)C(=O)Nc2ccc(S(=O)(=O)N3CCCCC3)cc2)c(OC)c1 (centres undefined)	2%	-2.6%	.	.
COc1cccc(NC(=O)CN(C)C(=O)[C@@H]2CCCN2C(=O)c2cccs2)c1	1%	-0.1%	.	.
O=C(NCc1ccccc1CN1CCOCC1)c1ccc(-n2cccn2)cc1	-4%	0.4%[50 µM]	.	.
CCCN(CC(=O)Nc1ccccc1OC)CC(=O)c1c(N)n(Cc2ccccc2)c(=O)n(C)c1=O	-5%	0.6%[50 µM]	.	.
O=C(O)C1CCCN1C(=O)C1CCN(S(=O)(=O)c2cccc(C(F)(F)F)c2)CC1 (centres undefined)	-2%	2.1%[50 µM]	.	.
COc1ccc(S(=O)(=O)N2CCOCC2)cc1NC(=O)c1ccc(S(=O)(=O)N2CCCCC2)cc1	-3%	0.6%[50 µM]	.	.
COc1ccccc1NC(=O)CN1CCN(c2ccc(F)cc2)CC1	-1%	0.2%	.	.
CCOC(=O)c1[nH]c(C)c(/C(C)=N\O)c1C	-2%	0.2%	.	.
CC(=O)Nc1cc(F)c2c(c1F)Cc1cc(F)ccc1-2	11%	-2.0%	.	.
CCN(C(=O)CSc1nnc(-c2ccccc2F)n1N)c1c(N)n(Cc2ccccc2)c(=O)[nH]c1=O	-1%	0.7%[50 µM]	.	.
CC(=C1SC(=S)NC1=O)c1ccccc1	-7%	1.1%	.	.
O=C(Cc1ccc(NC(=O)C2CCCN(C(=O)C3CCC3)C2)cc1)Nc1cccc(C(=O)N2CCCCC2)c1 (centres undefined)	-8%	0.2%	.	.	NS5 inhibitors pilot replicate=-0.6
CCc1ccccc1NC(=O)CN1CCN(C(=O)CN2C(=O)NC3(CCCCC3C)C2=O)CC1 (centres undefined)	-6%	1.4%[50 µM]	.	.
Cc1c(Cl)cccc1NC(=O)CNC(=O)CCCc1nc2ccccc2c(=O)[nH]1	-9%	4.5%[50 µM]	.	.
Cc1cc(C)c2c3c(c(-c4ccccc4)n2n1)c(=O)n(C)c(=O)n3C	-8%	0.0%	.	6	WT yeast gro inh mutant strain=-2
Cn1c(C(=O)NCCCN2CCN(c3ccc(F)cc3)CC2)cc2c(=O)n(C)c3ccccc3c21	-1%	5.2%	.	12	WT yeast gro inh mutant strain=0
COC(=O)Cn1c(CN2CCN(c3ccccc3F)CC2)nc2c1c(=O)n(C)c(=O)n2C	-3%	5.3%	.	16	WT yeast gro inh mutant strain=1
O=C(NCCOc1ccccc1F)C1CCC(=O)N(CC2CCCCC2)C1 (centres undefined)	3%	0.6%	-0.1%	.
C/C(=N\NC(=O)c1cccc2ccccc12)c1ccccn1	-2%	0.3%	?	.
